# Assay outcomes: PubChem BioAssay, National Center for Advancing Translational Sciences (NCATS)
# KB-3-1 cytotox – KB-3-1 parental cell cytotoxicity. KB-3-1 viability, CellTiter-Glo ATP luminescence, 72 h. Potency, µM (top dose mostly 46.1 µM), for the others: at the top dose activity change, negative = cytotoxic, actives largely listed as cytotoxic. hit rate 1.4% among 400,000; further: potency means the concentration at half of the fitted maximal effect; on the % scale 0 is the no-effect control and ±100 the full control effect; nearly all actives have a fitted effect of over 60% in size
#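 KB-3-1 cells, DMEM (no phenol red) + 10% FBS; compound by pin transfer, 72 h, 37 °C. Readout: CellTiter-Glo luminescence after 10 min. Data normalized, curve-fitted.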
# D3 antag – antagonists of human D3 dopamine receptor | P35462 | D3R cells, DiscoveRx beta-arrestin luminescence, antagonist mode; hits give low values | max response, negative = inhibition, % | hit rate 2.5% among 360,000; in the data active means max response below about -50%; inconclusive means no clear call, values can overlap the other calls; further: on the % scale 0 is the no-effect control and ±100 the full control effect; mostly tested at two doses, the higher about 12 µM
# Target sequence (P35462 whole entry, looked up): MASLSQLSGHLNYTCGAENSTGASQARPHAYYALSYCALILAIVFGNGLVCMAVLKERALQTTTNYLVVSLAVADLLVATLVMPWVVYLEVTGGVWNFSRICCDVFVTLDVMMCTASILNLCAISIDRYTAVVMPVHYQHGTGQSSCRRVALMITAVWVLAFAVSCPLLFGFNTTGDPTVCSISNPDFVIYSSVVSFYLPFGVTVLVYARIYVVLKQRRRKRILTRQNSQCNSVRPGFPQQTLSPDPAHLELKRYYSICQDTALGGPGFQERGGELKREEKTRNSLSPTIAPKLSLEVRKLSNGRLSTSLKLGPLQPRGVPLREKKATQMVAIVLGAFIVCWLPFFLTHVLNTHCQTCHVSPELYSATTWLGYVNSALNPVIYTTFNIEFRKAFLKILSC
#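 Cells expressing the human receptor were seeded at 1500 cells/well, incubated overnight at 37 degrees C in 5% CO2, then exposed to library compounds with dopamine controls for 90 minutes at 37 degrees C before luminescent detection.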
# DRD3 agonist – D3 dopamine receptor (human) agonism; P35462; D3R DiscoveRx beta-arrestin cells, luminescence, 90 min; max activation, %; hit rate 0.58% among 410,000; AID 652048; in the data active means max activation above about 30%; further: 0% is about no effect; mostly tested at two doses, the higher about 12 µM
#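 Cells at 1500/well, incubated overnight, then treated with pinned compounds (dopamine as control) for 90 min at 37 degrees C. DiscoveRx reagent added for 30 - 60 minutes at room temperature; luminescence read.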
# GLP1R ag – agonists of human GLP-1 receptor. P43220. AID 624172. Potency, µM (doses to about 45.6 µM), for inactives: at the highest dose activation, most hits filed as activators. hit rate 0.007% among 380,000. HEK293 GLP-1R CRE-luciferase, luminescence, 4-6 h; cells express a hypersensitive GLP-1R form; further: potency means the concentration at half of the fitted maximal effect; % of control where 0% means no effect
# Target sequence (P43220 whole entry, looked up): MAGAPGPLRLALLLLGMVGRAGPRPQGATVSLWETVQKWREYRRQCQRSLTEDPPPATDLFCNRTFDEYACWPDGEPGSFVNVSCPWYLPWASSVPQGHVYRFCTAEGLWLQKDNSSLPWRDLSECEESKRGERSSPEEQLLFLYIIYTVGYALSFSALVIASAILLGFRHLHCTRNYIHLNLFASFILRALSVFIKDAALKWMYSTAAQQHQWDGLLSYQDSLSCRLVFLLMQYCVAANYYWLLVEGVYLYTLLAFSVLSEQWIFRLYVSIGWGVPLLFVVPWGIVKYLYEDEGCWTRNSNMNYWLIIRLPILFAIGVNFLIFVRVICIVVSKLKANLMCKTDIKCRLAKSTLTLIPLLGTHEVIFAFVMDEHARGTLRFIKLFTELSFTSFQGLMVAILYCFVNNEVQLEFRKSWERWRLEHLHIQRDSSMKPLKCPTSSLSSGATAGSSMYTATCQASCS
# HT1080-NT tox – kills 2HG-producing HT-1080-NT fibrosarcoma cells; hit rate 1.6% among 360,000; HT-1080-NT fibrosarcoma viability, CellTiter-Glo ATP luminescence, 48 h; Potency, µM (titrated, usually from 46.1 µM), without a hit: top-dose activity, negative = less viability, most hits filed as cytotoxic;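 further: NT is the 2HG producing partner of a matched IDH1 knockdown line; potency means the concentration at half of the fitted maximal effect; 0% = DMSO-treated cells and -100% = media-only wells without cells; nearly all actives have a fitted effect of over 55% in size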
#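 A 48-hour cytotoxicity screen used HT-1080-NT cells plated 2 hours before compound delivery. ATP-based CellTiter-Glo luminescence measured viability, normalized to DMSO and no-cell controls.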
# SW480 rereplic – DNA re-replication induction in SW480 cells | SW480 DNA re-replication, Hoechst DNA content imaging, 48 h | AID 624297 | Potency, µM (doses to about 46.1 µM), for the others: at the highest dose re-replication activation, usual class: activators | hit rate 1.8% among 340,000; further: potency means the concentration at half of the fitted maximal effect; % of control where 0% means no effect; nearly all actives have a fitted effect of over 55% in size
#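 250 cells/well; 23 nL cpd via pin tool; 48 hr, 37 C, 5% CO2; Hoechst 40 min; imager read of total nuclear intensity, ex 405/em 500-530 nm.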
# HT1080 IDH1KD tx – HT-1080 IDH1 knockdown cell toxicity (counter line); hit rate 2% among 360,000; AID 686971; Potency, µM (doses to about 46.1 µM), for the others: at the highest dose activity, negative = toxicity, actives largely listed as cytotoxic; HT-1080 IDH1 knockdown viability, ATP luminescence, 48 h;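 further: potency means the concentration at half of the fitted maximal effect; 0% = DMSO wells and -100% = cell-free medium wells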
#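 Viability of IDH1-knockdown HT-1080 fibrosarcoma cells was assessed by CellTiter-Glo after 48 h at 37 °C with titrated compound; concentration-effect curves were classified by fit quality and response size.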
# KB-V1 cytotox – KB-V1 MDR subline cytotoxicity | KB-V1 MDR cells viability, CellTiter-Glo, 72 h | Potency, µM (top dose mostly 46.1 µM), without a hit: at the top dose activity change, negative = cytotoxicity, usual class: cytotoxic | hit rate 3.4% among 400,000; further: potency means the concentration at half of the fitted maximal effect; on the % scale 0 is the no-effect control and ±100 the full control effect; nearly all actives have a fitted effect of over 60% in size
#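 Readout: CellTiter-Glo luminescence, 10 min after addition. Cells: KB-V1 MDR subline, 72 h at 37 degrees C with compound. Analysis: corrected, normalized data fitted to concentration-effect curves.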
# IL1B secr inh – inhibitors of inflammasome signaling (IL-1 beta secretion). AID 743279. THP-1 LPS/ATP IL-1B secretion, AlphaLISA, 16 h; hits give low values. activity change, % at 57.5 µM. hit rate 4.7% among 360,000; in the data active means activity change below about -50%; inconclusive means mostly about -30% to -49%; further: on the % scale 0 is the no-effect control and ±100 the full control effect
#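 Secreted IL-1B measured by AlphaLISA bead assay after 16 h compound exposure of THP-1 cells; compounds (final up to 57.5 uM) added 1 h before LPS (250 ng/mL) and ATP (1.25 mM) stimulation; lower signal means less secretion.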
# The depositor's hits bear a star; i = inactive; u = inconclusive; x = no result given; & = joins results of further samples; [ ] = remark or other dose. Unless noted, the call rests on the fitted dose curve; in most records, active means well fitted curve in the direction sought with a large enough effect; inconclusive means small, poorly fitted or top-dose-only effect, or another doubt; inactive means no such curve, though single readings can be large; an effect the other way counts as inactive or inconclusive.
SMILES,KB-3-1 cytotox,D3 antag,DRD3 agonist,GLP1R ag,HT1080-NT tox,SW480 rereplic,HT1080 IDH1KD tx,KB-V1 cytotox,IL1B secr inh
O=C(NC1CCS(=O)(=O)C1)/C(=C\c1ccco1)NC(=O)c1ccccc1 (centres undefined),u,-18.3,5.4,2.6%,17.2%,-12.3%,17.5%,u,-63.2*
COc1ccc(CN2C(=NC(=O)CCC3CCCC3)SC3CS(=O)(=O)CC32)cc1 (centres undefined),-0.1%,1.9,0.8,-3.8%,-0.4%,-1.0%,0.0%,23.5%,-5.5
O=C(COC(=O)c1ccc(O)cc1)c1ccc2c(c1)OCCO2,-8.7%,-16.8,-12.8,-17.8%,-5.4%,-0.2%,-3.9%,0.9%,-9.4
O=C(CCn1c(=O)sc2ccccc21)Nc1nc2ccccc2s1,-4.9%,-2.8,2.8,8.8%,-0.8%,-3.1%,-6.7%,-26.1%,u
CCc1ccc(NC(=O)c2ccc(-n3cncn3)c([N+](=O)[O-])c2)cc1,-1.8%,-0.3,-9.7,6.3%,1.4%,-101.3%[inhibitor],0.2%,u,-4.7
COCC1CCN(C(=O)c2cc(COc3ccc(C)c(C)c3)on2)C1 (centres undefined),27.4%,13.6,0.0,-3.0%,14.0%,-22.9%,18.6%,u,i
Cc1cc(OCC(=O)NC2CCCCC2)ccc1Cl,-6.8%,-15.5,-24.5,2.5%,-0.6%,-3.5%,-0.2%,-9.4%,-17.4
O=C(OCC(=O)N1CCN(Cc2ccccc2)CC1)c1cc(Cl)ccc1[N+](=O)[O-],-3.0%,3.7,1.8,3.5%,6.2%,-7.3%,13.7%,u,26.3
Cc1cc(C)n(-c2ccc(C(=O)Nc3ccc4c(c3)OCO4)cc2)n1,-2.1%,-14.0,1.7,18.8%,-10.4%,-9.3%,-9.1%,-27.7%,-54.5*
CCOc1cc(CN2CCN(CCc3ccccc3)C(CCO)C2)ccc1OC (centres undefined),-2.3%,1.6,5.6,0.1%,-9.2%,u,-5.4%,u,-68.9*
O=C(Nc1cccc(C(F)(F)F)c1)c1sc(Cl)nc1C(F)(F)F,-9.3%,-17.8,-3.8,11.6%,-2.3%,-5.1%,-5.3%,-7.0%,-103.0*
COc1ccc(S(=O)(=O)N2CCN(CC(=O)Nc3cccc(F)c3)CC2)cc1,-3.3%,-17.9,3.6,3.1%,-2.9%,-6.4%,6.5%,-21.7%,-0.1

# Only HT1080-NT tox and SW480 rereplic, for some of the entries so far:
Compound | HT1080-NT tox | SW480 rereplic
O=C(OCC(=O)N1CCN(Cc2ccccc2)CC1)c1cc(Cl)ccc1[N+](=O)[O-] | 6.2% | -7.3%
Cc1cc(C)n(-c2ccc(C(=O)Nc3ccc4c(c3)OCO4)cc2)n1 | -10.4% | -9.3%

# Further compounds follow.
SMILES,KB-3-1 cytotox,D3 antag,DRD3 agonist,GLP1R ag,HT1080-NT tox,SW480 rereplic,HT1080 IDH1KD tx,KB-V1 cytotox,IL1B secr inh
O=C(NCCc1ccccc1Cl)c1cc(COc2ccc(F)cc2F)on1,-31.5%,-16.6,-7.4,-6.6%,-4.2%,-5.4%,-5.2%,-15.8%,-23.3
O=C(O)c1c(F)c(F)cc2ccccc12,-5.4%,-7.0,0.5,-3.1%,-4.8%,-3.1%,3.6%,u,2.3
COc1ccc(N(C)C(=O)c2ccc(NC(=O)CCS(=O)(=O)c3cccs3)cc2)cc1,-6.1%,2.4,-16.5,20.4%,-19.5%,-4.0%,-0.8%,-0.4%,33.4
CCC(=O)N1c2ccc(S(=O)(=O)CCC(=O)N3CCN(c4ccccc4F)CC3)cc2CC1C (centres undefined),-10.8%,-6.7,-0.6,6.6%,-2.3%,-11.9%,-2.0%,-10.1%,-21.8
O=C(Nc1cccc(Cl)c1)Nc1ccon1,7.6%,3.9,-0.4,-4.9%,0.5%,-2.0%,-6.7%,10.6%,-0.7
NC(c1ccccc1)c1csc(Nc2ccc(C(F)(F)F)cn2)n1 (centres undefined),-5.9%,13.1,1.6,5.0%,u,x,u,-2.2%,u
CC(=O)Nc1ccc(NC(=O)c2c(C)noc2C)cc1,5.5%,2.2,6.4,-2.7%,20.4%,-6.8%,22.5%,27.6%,1.0
COc1cc(C(=O)OCc2csc(CC(=O)Nc3cc(C)ccc3C)n2)ccc1OC(F)F,7.0%,34.2,14.4,8.4%,-7.5%,-27.2%,1.2%,-6.3%,26.7
C/C(N)=C(/C#N)C(=O)COC(=O)CSc1ccc2ccccc2c1,-7.6%,-15.9,-0.7,-3.6%,3.4%,0.9%,-2.6%,-10.0%,-0.9
Cc1ccccc1S(=O)(=O)/N=C(/Nc1c(C)n(C)n(-c2ccccc2)c1=O)c1ccccc1,-10.6%,4.5,4.3,-0.1%,9.1%,-10.0%,12.3%,1.4%,2.7
CCOC(=O)c1ccc(S(=O)(=O)N2CCC(C(=O)NCc3ccccc3OC)CC2)cc1,0.3%,3.6,5.9,-0.5%,1.7%,25.9%,5.3%,2.1%,-3.6
C/C(=N\N=C(N)N)c1ccc(Cl)c(Cl)c1,-25.1%,-10.0,-7.8,-2.2%,23.1µM*,u,18.4µM*,u,-102.9*
Cc1ccc(-n2cc(CN3CCC(CO)(Cc4cccc(C(F)(F)F)c4)CC3)cn2)cc1,u,-61.2*,-10.0,-4.1%,23.1µM*,-3.6%,18.4µM*,u,-112.1*
O=C1CN(C(=O)COc2ccccc2Cl)c2ccccc2N1,9.3%,1.3,4.5,-3.6%,12.0%,-3.4%,25.2%,-15.7%,-2.2
Cc1nn(C)c(=S)[nH]c1=S,-3.4%,-6.6,1.1,0.1%,-1.2%,-2.2%,-1.4%,-35.3%,2.4
CCCNC(=O)c1onc(CSc2ccc(Cl)cc2)c1C(=O)NCCC(C)C,-1.0%,2.4,5.7,9.0%,-11.1%,-13.8%[9.22 µM],0.9%,23.3%,-18.8
CCC(=O)N(CC(=O)Nc1sc(C)c(C)c1C(N)=O)C1CCCC1,7.6%,11.8,2.2,1.1%,1.2%,2.8%,18.0%,u,17.1
CSc1nnc(-c2cnccn2)n1Cc1ccccc1,4.4%,20.9,7.3,-7.4%,0.7%,-13.6%,-0.8%,-23.0%,-10.0
O=C(CCN1C(=O)c2ccccc2S1(=O)=O)Nc1nc2c(s1)CCCC2,6.6%,15.5,2.8,3.0%,2.4%,0.4%,1.2%,3.3%,0.9
CC(C)=CC(=O)OCc1cc([N+](=O)[O-])cc2c1OCOC2,19.8%,0.5,-0.4,22.5%,-15.1%,13.1%,-6.5%,-28.6%,-52.9*
CCn1cc(C(=O)N2CCN(c3ccccc3OC)CC2)c2cc(OC)c(OC)cc2c1=O,22.8%&0.7%,13.8,0.5&7.3,15.6%&5.2%,9.2%,-13.8%,5.2%,-20.0%&13.5%,-1.4
COc1cccc(C(C(=O)NC2CCCC2)N(C(=O)c2csnn2)C2CC2)c1 (centres undefined),4.6%,-2.6,-1.1,4.9%,17.8%,-0.1%,13.6%,-27.8%,1.4
O=C(CCCCN1CCCCC1)c1ccc2c(c1)Cc1ccccc1-2,0.4%,0.0,-10.3,1.4%,-29.6%,-21.2%,0.4%,-6.4%,-4.5
O=C(CN(Cc1ccco1)C(=O)c1cc(=O)[nH]c2ccccc12)Nc1ccccc1C(F)(F)F,4.6%,26.0,-8.1,0.4%,-2.6%,0.3%,-4.1%,-19.5%,-3.0

# Taken from above:
# Value for C/C(=N\N=C(N)N)c1ccc(Cl)c(Cl)c1 in HT1080-NT tox: 23.1µM*
# Value for O=C(CCn1c(=O)sc2ccccc21)Nc1nc2ccccc2s1 in HT1080-NT tox: -0.8%

# The listing continues:
SMILES,KB-3-1 cytotox,D3 antag,DRD3 agonist,GLP1R ag,HT1080-NT tox,SW480 rereplic,HT1080 IDH1KD tx,KB-V1 cytotox,IL1B secr inh
COCOc1cccc(CN2CCC2(C)C(=O)Nc2ccc(C)cc2)c1 (centres undefined),-6.8%,54.4,5.5,2.8%,u,x,-25.1%,0.0%,-13.9
O=C1NC[C@H](CCCCN2C[C@H](Cc3ccccc3)N(CC3CCCCC3)C(=O)C2=O)N(CC2CCCCC2)C1=O,12.0%,-23.3,-2.3,-2.9%,13.1%,x,u,-5.0%,-76.5*
CCn1ncc(CN2CCCC(CNC(=O)c3ccc(F)cc3)C2)c1C (centres undefined),13.1%,17.7,-6.7,4.1%,-0.3%,-26.8%,3.1%,5.7%,22.2
O=c1c2ccccc2sc2ccc(NCCCN3CCOCC3)cc12,-10.7%,0.0,-12.0,5.3%,-12.7%,u,-13.6%,1.9%,0.0
CCS(=O)(=O)N1CCC(C(=O)NCCCN2CCN(c3ccccc3F)CC2)CC1,9.6%,-52.2*,39.6*,1.0%,0.0%,-13.0%,13.9%,-15.2%,28.2
COc1ccccc1C(c1nnnn1C(C)(C)C)N1CCCc2ccccc21 (centres undefined),u,1.2,-0.2,-0.4%,-2.2%,u,9.8%,23.1µM*,-9.2
COc1ccc(-c2sc3cc4c(cc3c2C#CC2(O)CCCCC2)OCO4)cc1,-11.5%,13.5,-0.5,9.4%,-20.5%,-1.6%,-24.5%,10.2%,-9.1
CS(=O)(=O)c1ccc(NC(=O)C2CCCN(C(=O)c3ccc(Cl)cc3)C2)cc1 (centres undefined),-16.1%,-12.2,2.2,-7.1%,8.2%,0.4%,-5.4%,-21.2%,22.1
O=C(Cn1cc(C(F)(F)F)cc(Cl)c1=O)NCc1ccccc1,-1.1%,5.6,12.5,3.5%,11.7%,1.6%,0.3%,24.4%,-3.8
CC(C)(C)NC(=O)C(c1ccc(O)cc1)N(C(=O)Cn1nnc(-c2ccc(F)cc2)n1)c1ccccc1F (centres undefined),u,u,-15.9,-5.3%,-17.4%,15.9%,-2.2%,6.4%,u
CCOC(=O)c1c(C)nc2c(c1-c1cc(OC)ccc1OC)C(=O)c1ccccc1-2,7.7%,7.8,0.9,2.6%,-3.1%,-17.9%,2.8%,-20.5%,0.0
O=C(Nc1cc(Cl)cc(Cl)c1)c1ccc(Cn2c(=O)[nH]c3ccsc3c2=O)cc1,16.4µM*,-10.0,-3.8,-1.1%,15.1%,8.2%,3.7%,-10.9%,u
